Screening data deposited in PubChem by NCI.
Growth percent in the NCI-60 one-dose screen (48 h, 10 µM unless noted): 100 = growth as untreated, 0 = no growth, -100 = all killed.
MDA-MB-468: MDA-MB-468 breast cancer; actives 8.5% (n = 78,000)
MDA-MB-435: MDA-MB-435 melanoma; AID 1794794; actives 7.8% (n = 82,000)
MOLT-4: MOLT-4 leukemia cells | actives 6.9% (n = 80,000) | AID 1794779
RPMI-8226: RPMI-8226 leukemia cells | actives 7.5% (n = 77,000) | AID 1794781
SR: SR leukemia cells | actives 8.7% (n = 73,000) | AID 1794780
CCRF-CEM: CCRF-CEM leukemia | actives 7% (n = 77,000)
HOP-62: HOP-62 NSCLC | AID 1794735 | actives 3.9% (n = 80,000)
K-562: K-562 leukemia; actives 7.4% (n = 78,000)
Numbers without * were called inactive; nt = no result given; & = joins results of further samples. How the source made its calls: active means growth percent below 10; inactive means the rest.

SMILES	MDA-MB-468	MDA-MB-435	MOLT-4	RPMI-8226	SR	CCRF-CEM	HOP-62	K-562
O=C(c1ccccc1)c1cc2ccccc2oc1=O	97	109	105	84	107	101	89	111
CCCCCCCCCCCCC/C=C/CC(CC(=O)O)C(=O)Nc1ccc(-n2c(=O)cc(C)n2C)cc1 (centres undefined)	100	103	94	110	91	109	98	118
C/C=C(\C)C(=O)N/N=C\c1cc(Cl)cc(Cl)c1O	105	113	83	96	87	106	101	90
Nc1nc(-c2cc(Cl)cc(Cl)c2)cc(-c2cc(-c3cc(Cl)cc(Cl)c3)nc(N)n2)n1	105	106	111	112	nt	90	98	99
C[n+]1ccc2[nH]c3ccccc3c2c1	90	101	107	120	98	119	104	113
O=C1CCCc2ccc(Cl)cc21	116	107	89	106	50	93	95	98
COc1ccc2cc(-c3nc4ccccc4[nH]3)c(=O)oc2c1	nt	108	98	115	37	95	94	97
CCC(=O)NCCNc1nccc(Nc2ccc(S(=O)(=O)Nc3ccccn3)cc2)n1	106	107	95	96	89	87	94	111
C=CN(C)S(C)(=O)=O	-3.6*	-35*	30	17	14	17	23	22
CCOC(=O)C1[C@@H]2C(=O)N(c3ccc(OC)cc3)C(=O)[C@@H]2[C@H](c2cn(-c3ccccc3)nc2-c2ccccc2)N1Cc1ccccc1 (some centres undefined)	89	95	66	81	96	85	114	86
COc1cc(-c2nn(-c3ccc(Cl)cc3Cl)cc2CO)ccc1O	102	105	78	95	74	66	103	92
Cc1ccc(C2=NN3C(C2)c2cc(Cl)ccc2OC3c2ccncc2)cc1 (centres undefined)	101	86	67	74	75	65	73	76
Cc1cc(-n2cc(C)c(=O)[nH]c2=O)ccc1F	nt	104	95	88	nt	86	101	76
O=C1OC2(OC(=O)c3ccccc32)Oc2cc(C(F)(F)F)ccc21 (centres undefined)	106	93	96	93	101	98	102	101
CC1(C)C(=O)/C(=C\c2ccco2)C[C@]2(C)[C@H]3C(=O)C=C4[C@@H]5C[C@@](C)(C(N)=O)CC[C@]5(C)CC[C@@]4(C)[C@]3(C)CC[C@@H]12	99	102	80	64	67	85	99	100
COC(=O)[C@]12CC[C@@H](C)[C@H](C)[C@H]1C1=CC(=O)[C@@H]3[C@@]4(C)CC[C@H](OC(C)=O)C(C)(C)[C@@H]4CC[C@@]3(C)[C@]1(C)CC2	113	101	94	102	87	84	95	nt
COc1c2occc2c(OC)c2c(=O)c(C(C)=O)c(C)oc12	108	104	99	106	93	101	105	94
Cn1cc(-c2nn3c(=O)cc(-c4ccccc4)nc3s2)c2ccccc21	95	84	nt	96	nt	107	115	nt
OCC=C1CCCCCC1	107	101	99	118	100	nt	90	94
COc1ccc(CNC(=O)C(=O)[C@H](Cc2ccccc2)NC(=O)c2[nH]c3ccccc3c(=O)c2C)cc1OC	108	101	96	110	nt	111	102	89
O=C(O)C(Cc1ccc(O)cc1)NS(=O)(=O)Cc1ccccc1 (centres undefined)	103	118	83	89	82	102	105	92
O=C(/C=C/c1sc(Cl)nc1Cl)c1ccc(F)cc1	41	101	48	0.8*	nt	37	96	10
O=C1C=CC(=O)C(c2ccc(Cl)cc2)=C1	129	88	68	35	61	15	nt	82
O=CC(O)C(O)C(O)C(O)C(O)CO (centres undefined)	107&101	117&113	85&98	104&106	88&90	109&103	107&96	101&97
Cn1c(N)nc2c1c(=O)[nH]c(=O)n2C	125	108	102	105	112	94	99	108
CCOC(CN=Cc1cc(C)c2[nH]c3ccccc3c2c1C)OCC	nt	98	81	89	nt	nt	102	95
COc1ccc(-c2cc(C(=O)Nc3nc4ccc(OC)cc4s3)nc3cc(-c4ccccc4)nn23)cc1	123	102	94	100	99	98	91	98
CCOC(=O)c1cn2c3c(c(C)cc(C)c3c1=O)C(=O)/C(=C/c1cccc(Cl)c1Cl)C2	76	95	59	73	nt	72	68	71
CC(=O)OC1Oc2cc(C)c(C)cc2-c2oc(=O)c(-c3ccc(F)cc3)cc21 (centres undefined)	nt	-7.2*	nt	nt	nt	36	78	6.8*
Cc1c(C(=O)NCCC(=O)NO)sc2ncnc(Nc3ccc(NC(=O)Nc4cccc(C(F)(F)F)c4)cc3)c12	97	103	106	102	101	99	102	104
COc1cc(OC)c(Cl)c(OC)c1	107	97	100	120	107	106	100	121
CC1Cc2c(NCc3ccccc3)ncnc2N(C)c2ccc(Cl)cc21 (centres undefined)	45	12	21	59	19	43	55	14
COc1cccc2occ(/C=N/N=c3/sc(C(C)=O)nn3-c3ccc(Cl)cc3)c(=O)c12	89	102	96	95	93	95	98	97
COc1cc2c(c(OC)c1OC)-c1ccc(OC)c(=O)cc1[C@@H](NC(=O)CCl)CC2	-5.7*	8.0*	21	20	36	15	40	22
COc1ccc(-c2cc3cnc4ccc(Br)cc4c3oc2=O)cc1	105	105	106	94	107	13	106	115
COc1c(/C(C)=N/N=c2sc(C(C)=O)nn2-c2ccc(Cl)cc2)c(Oc2ccccc2)c(OC)c2occc12	99&106	104&103	89&103	96&107	104&107	106&106	98&89	101&94
N#Cc1cc2n(c1N)C(=S)N(c1ccccc1)C2=O	98	101	102	93	104	99	115	102
CCCC(=O)Oc1ccc(C(C)C)cc1	115	107	102	110	104	104	95	96
S=C(Nc1ccc(C2=NCCN2)cc1)Nc1ccc(C2=NCCN2)cc1	68	102	94	94	90	104	100	91
O=C(c1ccc(Cc2n[nH]c(=O)c3cccnc23)cc1)N1CCN(c2ccc(C(F)(F)F)cc2)CC1	52	95	92	87	111	nt	103	82

Part of the list above in order of SMILES length, descending.
SMILES	MDA-MB-468	MDA-MB-435	MOLT-4	RPMI-8226	SR	CCRF-CEM	HOP-62	K-562
CC1(C)C(=O)/C(=C\c2ccco2)C[C@]2(C)[C@H]3C(=O)C=C4[C@@H]5C[C@@](C)(C(N)=O)CC[C@]5(C)CC[C@@]4(C)[C@]3(C)CC[C@@H]12	99	102	80	64	67	85	99	100
CCOC(=O)C1[C@@H]2C(=O)N(c3ccc(OC)cc3)C(=O)[C@@H]2[C@H](c2cn(-c3ccccc3)nc2-c2ccccc2)N1Cc1ccccc1 (some centres undefined)	89	95	66	81	96	85	114	86
COc1ccc(CNC(=O)C(=O)[C@H](Cc2ccccc2)NC(=O)c2[nH]c3ccccc3c(=O)c2C)cc1OC	108	101	96	110	nt	111	102	89
O=C(c1ccc(Cc2n[nH]c(=O)c3cccnc23)cc1)N1CCN(c2ccc(C(F)(F)F)cc2)CC1	52	95	92	87	111	nt	103	82
Nc1nc(-c2cc(Cl)cc(Cl)c2)cc(-c2cc(-c3cc(Cl)cc(Cl)c3)nc(N)n2)n1	105	106	111	112	nt	90	98	99
O=C1OC2(OC(=O)c3ccccc32)Oc2cc(C(F)(F)F)ccc21 (centres undefined)	106	93	96	93	101	98	102	101
S=C(Nc1ccc(C2=NCCN2)cc1)Nc1ccc(C2=NCCN2)cc1	68	102	94	94	90	104	100	91
O=C(O)C(Cc1ccc(O)cc1)NS(=O)(=O)Cc1ccccc1 (centres undefined)	103	118	83	89	82	102	105	92
COc1ccc(-c2cc3cnc4ccc(Br)cc4c3oc2=O)cc1	105	105	106	94	107	13	106	115
C/C=C(\C)C(=O)N/N=C\c1cc(Cl)cc(Cl)c1O	105	113	83	96	87	106	101	90
O=C(/C=C/c1sc(Cl)nc1Cl)c1ccc(F)cc1	41	101	48	0.8*	nt	37	96	10
O=C1C=CC(=O)C(c2ccc(Cl)cc2)=C1	129	88	68	35	61	15	nt	82
C=CN(C)S(C)(=O)=O	-3.6*	-35*	30	17	14	17	23	22

Later entries
SMILES	MDA-MB-468	MDA-MB-435	MOLT-4	RPMI-8226	SR	CCRF-CEM	HOP-62	K-562
CC1(C)CC[C@]2(c3nnc(-c4ccncc4)o3)CC[C@H]3C(=CC[C@H]4[C@@]3(C)CC[C@H]3C(C)(C)C(=O)CC[C@]43C)[C@@H]2C1	62	78	39	19	17	52	86	41
CCN(CC)CCCN1C(=O)c2c(c(C)c3c(oc4ccc(O)cc43)c2C)C1=O	76	93	83	-16*	19	-20*	90	3.9*
Cn1ncc2ccc(-c3nc(-c4ccccc4)[nH]c3-c3n[nH]c(=O)n3C3CC3)cc21	104	100	94	94	83	96	95	101
C=C[C@]1(C)C=C2CC[C@@H]3C(C)(C)C(=O)CC[C@@]3(C)[C@@H]2CC1	110	101	109	98	102	101	105	95
COc1cc2c3cc1Oc1c(OC)c(OC)cc4c1C(Cc1ccc(O)c(c1)Oc1ccc(cc1)CC3N(C)CC2)N(C)CC4 (centres undefined)	-72*	nt	-3.6*	-27*	-1.7*	2.2*	4.3*	0.4*
COc1ccc(NC(N)=O)cc1	89	89	94	111	92	105	94	98
Cc1nc2ncc(-c3ccc4ncnc(NCc5ccccc5)c4c3)cc2[nH]1	11	82	45	75	78	69	39	84
COc1ccc(C(Cc2ccccc2)NC(CO)(CO)CO)cc1 (centres undefined)	111	99	93	104	98	102	95	93
C=CSC(=S)Sc1ccccc1	93	99	104	nt	99	100	94	104
Nc1nc(Nc2ccc(Cl)cc2)nn1S(=O)(=O)c1ccc(-c2ccc(F)cc2)cc1	96	91	75	nt	86	95	84	83
CC(=O)n1nc(C2=C(c3cccs3)NC(=S)NC2C)cc1-c1ccc(C)o1 (centres undefined)	103	109	70	96	86	82	63	113
COc1cc(-c2ccc(NC(=O)NCN3CCOCC3)c(OC)c2)ccc1NC(=O)NCN1CCOCC1	104	98	96	105	99	112	99	99
CCCCN(Cc1c(O)ccc2ccccc12)Cc1c(O)ccc2ccccc12	121	107	nt	93	103	85	96	92
C[N+](C)(C)C[C@H](O)CC(=O)[O-]	94	101	107	125	89	121	98	105
C#C[C@]1(O)CC[C@H]2[C@@H]3CC=C4c5sc(-c6c(Cl)cccc6Cl)nc5CC[C@]4(C)[C@H]3CC[C@@]21C	94	100	90	98	90	85	100	90
CC(=O)c1nn(-c2ccccc2)c2nc3nc(-c4cc5ccccc5o4)cc(-c4c[nH]c5ccccc45)c3c(=O)n12	108	104	83	89	92	nt	nt	89
O=C1CC(c2ccc(F)cc2)c2cnn(Cc3ccc4c(c3)OCO4)c2N1 (centres undefined)	90	103	98	91	94	89	87	91
Cc1cc2c(cc1Cl)C(=O)/C(=C/c1ccc(F)cc1)O2	91	106	84	97	89	94	94	78
Cc1nn(Cc2ccccc2)cc1C(=O)Nc1sc2c(c1C(N)=O)CCC(=O)C2	47	17	17	-6.1*	nt	9.5*	85	11
CCCCCCC1N=C(N)N=C(N)N1c1cccc(Cl)c1 (centres undefined)	nt	24	25	14	32	29	35	20
O=C(N=Nc1c(O)[nH]c2ccc(Cl)cc12)c1cc2ccccc2[nH]1	117	101	99	104	96	100	99	95
CC(C)=CCC[C@](C)(O)[C@H]1CC[C@]2(C)[C@@H]1CC[C@@H]1[C@@]3(C)C/C(=C/c4ccc(Br)cc4)C(=O)C(C)(C)[C@@H]3CC[C@]12C	84	95	84	72	81	83	98	85
O=C1Nc2ccccc2/C1=N/n1c(N/N=C/c2cccnc2)n[nH]c1=S	123	100	105	106	93	nt	62	101
Cc1ccc(S(=O)(=O)Nc2ccc(-c3cc(-c4cccc(C)c4)c(C#N)c(=O)[nH]3)cc2)cc1	57	89	67	18	51	59	94	47
Cn1nc(C(=O)Cl)c(=O)[nH]c1=O	111	111	91	89	82	93	101	105
Cn1cnc2c1c(=O)n(CC(=O)Nc1ccc(S(=O)(=O)Nc3ncccn3)cc1)c(=O)n2C	105	106	100	101	110	98	92	103
N#Cc1ccc(C(=O)c2c(N)c(C#N)cn2-c2ccc(Cl)cc2Cl)cc1	94	102	109	106	105	105	102	108
CC(=O)c1ccc2c(c1)C1C=CCC1[C@H](c1cc3c(cc1Br)OCO3)N2 (some centres undefined)	nt	-27*	7.5*	9.1*	nt	4.7*	32	4.2*
c1ccc(Nc2nnc(-c3ccccc3)c3c(-c4ccccc4)onc23)cc1	68	12	59	78	12	80	74	23
CCN(CC)C(=O)C1CCCCN1Cc1c[nH]c2ccccc12 (centres undefined)	107	105	96	106	115	109	91	102
O=C(NNc1nc2cc(F)c(F)cc2n2c(CN3CC4CNCC4C3)ccc12)c1cnccn1 (centres undefined)	-4.6*	25	7.0*	20	12	9.8*	11	14
Cn1c(SCC(=O)c2ccc(-c3ccccc3)cc2)nc2ccccc2c1=O	69	101	95	82	89	94	98	80
COc1ccc(CNC2CCN(c3ccc(NC(=O)c4cccc(Cl)c4)cc3)CC2)cc1OC	64	89	66	18	55	42	100	56
CCC1C(c2ccccc2)=CCC(C(=O)O)C1C (centres undefined)	112	114	97	107	100	108	102	107
Cc1cc(=O)oc2cc(OCCOc3ccc(/C=C/C(=O)Nc4ccccc4Cl)cc3)ccc12	112	99	107	98	88	98	100	104
CC(=O)OC(COS(=O)(=O)c1ccc(C)cc1)Cn1cnc2c1c(=O)n(C)c(=O)n2C (centres undefined)	81	105	104	104	98	105	nt	116
COc1ccc(-c2nc3sc(C)nn3c2-c2nc3cc(Cl)c(F)cc3[nH]2)cc1	112	104	76	66	72	81	109	78
COC(=O)c1ccc2c(c1)nc(-c1ccc(Cl)cc1)n2Cc1ccc(OC)c(OC)c1	97	88	79	66	67	79	96	96
Cc1ccc2c(n1)C[C@H](C#N)CC[C@@H]2C	99	nt	108	nt	103	97	103	104
CSc1cccc(NC(=O)NCCN2CCN(c3ccccc3)CC2)c1	99	97	84	nt	82	nt	95	96
CSc1nc2sc3c(c2c(=O)n1-c1ccc([N+](=O)[O-])cc1)CCCCC3	83	97	93	99	85	93	73	94
Clc1nc(OCc2cn(Cc3ccccc3)nn2)nc(N2CCOCC2)n1	106	103	97	91	88	101	91	86
O=C(Nc1ccc2[nH]ccc2c1)c1ccc(Cl)c(Cl)c1	89	42	87	87	73	90	105	50
CC1(C)[C@@H]2CC[C@]1(C)[C@@H](OC(=O)CSC#N)C2	103	116	87	102	55	88	103	75
COc1ccc(-c2nc(SCC(=O)c3ccccc3OC)[nH]c(=O)c2C#N)cc1	100	96	115	106	112	96	94	99
O=CNc1ccc([N+](=O)[O-])cc1	110	105	90	98	86	nt	110	96
